Bioassay records as filed in PubChem BioAssay.
GRK2 aptamer HTS: inhibitors of human GRK2 displacing RNA aptamer; inhibition of aptamer binding, % at 10 µM; hit rate 0.59% among 330,000; P25098; bead flow cytometry, FAM-aptamer displacement from GRK2;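 active = inhibition of aptamer binding above 40%, roughly 3 SD of noise, on plates passing a quality check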;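 also: median bead fluorescence of bound FAM aptamer so fluorescent compounds give negative values; no value below 0 was filed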
Target sequence (P25098 whole entry, looked up): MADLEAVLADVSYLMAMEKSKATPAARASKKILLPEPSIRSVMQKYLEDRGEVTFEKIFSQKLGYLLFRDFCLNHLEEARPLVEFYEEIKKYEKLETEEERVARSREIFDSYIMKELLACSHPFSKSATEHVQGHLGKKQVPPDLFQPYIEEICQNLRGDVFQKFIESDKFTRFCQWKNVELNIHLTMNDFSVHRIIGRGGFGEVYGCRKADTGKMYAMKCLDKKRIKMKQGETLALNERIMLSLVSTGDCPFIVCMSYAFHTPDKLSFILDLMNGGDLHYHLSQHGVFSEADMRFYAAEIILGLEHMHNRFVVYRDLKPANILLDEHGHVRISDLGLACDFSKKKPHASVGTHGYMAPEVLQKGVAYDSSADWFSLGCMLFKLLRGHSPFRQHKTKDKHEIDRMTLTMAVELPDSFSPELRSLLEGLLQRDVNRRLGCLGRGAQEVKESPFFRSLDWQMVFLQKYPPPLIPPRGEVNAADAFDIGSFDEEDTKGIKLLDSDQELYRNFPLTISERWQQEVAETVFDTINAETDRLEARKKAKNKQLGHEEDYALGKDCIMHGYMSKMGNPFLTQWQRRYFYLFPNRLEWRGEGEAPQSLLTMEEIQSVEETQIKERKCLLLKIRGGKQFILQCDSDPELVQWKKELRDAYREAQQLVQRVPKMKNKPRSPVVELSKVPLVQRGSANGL
GLD-1 RNA inh: GLD-1-TGE RNA interaction inhibition (C. elegans); Q17339; purified GLD-1 + fluorescein TGE RNA, fluorescence polarization; inhibition, % at 5.96 µM; hit rate 0.44% among 320,000;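 active = percent inhibition above a per-plate cutoff, the plate mean of test compounds plus 3 SD, cut at about 30% in these data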;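 also: 0% = DMSO wells with GLD-1 and probe and 100% = wells lacking GLD-1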
MCL1-BIM inh: disrupts human MCL1 binding to BIM-BH3 peptide; inhibition, % at 10.9 µM; Q07820; hit rate 0.68% among 320,000; GST-MCL1 / FITC-Bim-BH3 fluorescence polarization;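 active = inhibition above the mean inhibition of all tested compounds plus 3 SD, set per campaign, cut at about 40% in these data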;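 also: 0% = DMSO wells and 100% = unlabeled Bim-BH3 peptide control; higher means more loss of mP so more displacement of Bim peptide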
CR mimetic SO: lowers age-related superoxide in aged yeast cells; AID 2690; superoxide response (% of plate mean), % at 10 µM; hit rate 0.18% among 330,000; S. cerevisiae aged cells, superoxide DHE fluorescence; stronger effect = lower value;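 active = superoxide response under a set limit, about three screen SD below normal, cut at about 65% in these data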;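 also: yeast aged for seven days with compound at 30 °C before DHE staining; 100% = average MFI of all compound-treated wells on the plate with controls excluded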
BCLXL inh: blocks human Bcl-xL binding to Bim BH3 peptide; Q07817; GST-Bcl-xL / FITC-Bim BH3 peptide fluorescence polarization; inhibition, % at 10.9 µM; hit rate 0.7% among 320,000;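 active = inhibition above the mean of all tested compounds plus 3 SD, cutoff set per campaign, cut at about 30% in these data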;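 also: 0% = DMSO wells and 100% = unlabeled Bim-BH3 peptide competitor; inhibitors lower millipolarization by displacing the labeled peptide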
Target sequence (Q07817 whole entry, looked up): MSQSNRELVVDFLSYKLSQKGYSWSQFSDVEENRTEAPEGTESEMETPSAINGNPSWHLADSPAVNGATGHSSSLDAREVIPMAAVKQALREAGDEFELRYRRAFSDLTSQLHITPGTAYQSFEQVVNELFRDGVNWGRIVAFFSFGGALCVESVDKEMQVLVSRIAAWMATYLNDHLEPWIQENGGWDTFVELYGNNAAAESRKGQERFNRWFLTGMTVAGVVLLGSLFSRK
CIT2-GFP yeast: yeast TOR pathway CIT2-GFP modulation. S. cerevisiae CIT2-GFP strain, flow cytometry, 3 h; 100 means same as DMSO wells. GFP response vs DMSO, % at 10 µM. hit rate 0.065% among 320,000. AID 2029;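 active = GFP response relative to DMSO above a set limit, near the screen mean plus 3 SD, cut at about 150% in these data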;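 also: ratio of well median GFP fluorescence to mean of DMSO wells on the plate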
AGP1-GFP MLPCN: alters AGP1-GFP fluorescence in TOR pathway yeast screen; S. cerevisiae AGP1-GFP multiplex flow cytometry, 3 h; GFP as percent of DMSO wells; GFP response vs DMSO, % at 10 µM; hit rate 0.02% among 320,000; AID 2066;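 active = GFP response relative to DMSO above a set limit, near screen average plus 3 SD, cut at about 150% in these data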;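 also: median GFP channel fluorescence of the gated AGP1 strain per well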
MEX-5 binding: C. elegans MEX-5 TCR-2 RNA binding activity. AID 1832. MEX-5/FITC-TCR2 RNA binding, fluorescence polarization; stronger effect = lower value. hit rate 0.38% among 300,000. activity score (negative = inhibition of binding), % at 10 µM. Q9XUB2;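 active = inhibition past about -25% in most replicates, and total fluorescence under double the plate's negative control median, limit read from the data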;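 also: 0% = DMSO and -100% = 5 µM competing unlabeled TCR2 RNA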
VLA-4 inh: inhibition in a human VLA-4 binding assay; hit rate 0.2% among 330,000; VLA-4 expressing cells, ligand binding flow cytometry; inhibition, % (about 7 µM as worked out from the volumes in the protocol); AID 2557; P13612; in the data active = inhibition above about 50%
Numbers without * were called inactive; . = not tested or not shown.

SMILES | GRK2 aptamer HTS | GLD-1 RNA inh | MCL1-BIM inh | CR mimetic SO | BCLXL inh | CIT2-GFP yeast | AGP1-GFP MLPCN | MEX-5 binding | VLA-4 inh
Cc1ccn2c(=O)nc(SCC(=O)NCc3ccc(F)cc3)nc2c1 | 1 | -2 | 6 | 112 | 5 | 84 | 99 | -2.1 | -17
CC(=O)O[C@H]1C(=O)[C@@]2(C)C([C@H](OC(=O)c3ccccc3)[C@]3(O)C[C@H](OC(=O)[C@H](O)[C@@H](NC(=O)c4ccccc4)c4ccccc4)C(C)=C1C3(C)C)[C@]1(OC(C)=O)CO[C@@H]1C[C@H]2O (some centres undefined) | 3 | -2 | 5 | 111 | -1 | 95 | 104 | -0.4 | -2
CC1CCC/C(=N\NS(=O)(=O)c2ccccc2)C1 (centres undefined) | 0 | 4 | 4 | 108 | 6 | 104 | 97 | -2.6 | 3
C/C(=N\Nc1ccc(C(F)(F)F)cc1[N+](=O)[O-])C1CC1 | 0 | -2 | -3 | 100 | 6 | 108 | 108 | 2.7 | 1
Cc1ccc(NC(=O)c2cncc(Br)c2)cc1S(=O)(=O)N(C)C | 0 | -2 | 2 | 95 | 3 | 95 | 95 | 0.2 | 5
COc1ccc(N(CC(=O)N2CCN(Cc3ccccc3)CC2)S(C)(=O)=O)cc1Cl | 1 | 7 | 1 | 101 | 2 | 100 | 103 | 0.2 | 6
CN(Cc1ccccc1)C(=S)NC(=O)c1ccccc1 | 8 | 1 | 9 | 94 | 11 | 80 | 89 | 0.3 | 11
COc1ccc(Cl)cc1/C=C1/C(=O)ON=C1C | 3 | -5 | 4 | 95 | 4 | 106 | 82 | -0.9 | 1
COc1cc([N+](=O)[O-])ccc1NC(=O)Cc1ccc(C)cc1 | 2 | 3 | 4 | 99 | 1 | 87 | 94 | -1.1 | 1
CCC1=NN(C(=O)COc2ccccc2)C(O)(c2ccc(Br)cc2)C1 (centres undefined) | 2 | -2 | -4 | 98 | 2 | 101 | 101 | -0.8 | 11
Cn1c(=NC(=O)c2ccco2)sc2cccc(F)c21 | 1 | 0 | -5 | 88 | 6 | 94 | 83 | 0.7 | -7
Cc1c(C#N)c2ccccc2n1CC(=O)N1CCCc2ccccc21 | 3 | 8 | -1 | 95 | 4 | 117 | 108 | 2.0 | -4
COc1ccc(/C=N/NC(=O)c2cccc([N+](=O)[O-])c2)cc1OS(=O)(=O)c1ccccc1 | 0 | 0 | 4 | 100 | 2 | 102 | 102 | 1.6 | -24
O=C1c2ccccc2C(=O)N1CC1c2ccccc2CCN1C(=O)C1CCCCC1 (centres undefined) | 1 | 6 | 2 | 110 | 5 | 93 | 94 | -1.4 | 0
N#Cc1c(NC(=O)CSc2ncnc3c2cnn3-c2ccccc2Cl)sc2c1CCCC2 | 6 | -3 | 22 | 103 | 10 | 114 | 110 | 2.6 | -5
CCCCN(C(=N)N1CCCCC1)c1nc(C)c([N+](=O)[O-])c(=O)[nH]1 | 0 | 8 | 1 | 100 | 3 | 98 | 100 | -2.5 | 8
O=C(Nc1nc2ccc(Cl)cc2s1)C1CCCO1 (centres undefined) | 3 | 3 | -14 | 87 | -9 | 86 | 92 | -1.3 | 13
Cc1cc(OC(=O)c2ccc(S(=O)(=O)N(C)C)cc2)cc(=O)o1 | 0 | -1 | 2 | 102 | 1 | 100 | 107 | -2.4 | -1
Cn1nnnc1SCC(=O)Nc1cc(C(C)(C)C)nn1-c1ccccc1 | 0 | 6 | 8 | 95 | 6 | 105 | 104 | 0.3 | -3
Cc1ccccc1CN(C)C(C)C(=O)NCc1ccccc1 (centres undefined) | 0 | . | . | 95 | . | 98 | 97 | -0.5 | 3
CCOC(=O)N1CCN(C(=O)C2CCN(Cc3ccc(O)c(OCC)c3)CC2)CC1 | 0 | 1 | -3 | 94 | 2 | 95 | 91 | -0.9 | 10
COc1ccc2c(=O)cc(-c3ccccc3)n(C)c2c1 | 3 | -1 | -3 | 95 | -2 | 101 | 105 | . | 18
O=C(O)C1=C[C@H](c2ccc(F)cc2)C[C@H](OCc2ccc(CO)cc2)O1 | 1 | 1 | 7 | 92 | -1 | 103 | 106 | -3.9 | -12
Cc1c(C(C)C)c(=O)n(-c2ccc(S(=O)(=O)NC(C)C)cc2)n1C | 0 | 4 | 3 | 89 | 2 | 111 | 113 | 2.1 | 13
O=c1cnn(Cc2ccc(F)cc2)c2ccccc12 | 3 | -4 | -5 | 98 | 2 | 94 | 92 | 0.6 | 1
COc1ccc(S(=O)(=O)Nc2ccc(NC(C)=O)cc2)cc1Cl | 0 | 5 | 3 | 98 | 6 | 95 | 102 | 2.0 | 11
CCOc1ccc(CCNC(=O)COC(=O)c2nn(C)c(=O)c3ccccc23)cc1OCC | 8 | 9 | -12 | 93 | -4 | 89 | 94 | -2.4 | 2
CCCCn1c(SCC(=O)Nc2nnc(C(C)C)s2)nc2c1c(=O)n(C)c(=O)n2C | 0 | 5 | -1 | 80 | 2 | 118 | 120 | 1.3 | 3
Cn1c(=O)[nH]c(=O)c2c1nc(CN1CCN(c3ccc(F)cc3)CC1)n2CCN1CCOCC1 | 0 | 4 | 5 | 95 | 2 | 108 | 96 | 0.8 | 1
COc1ccc(-c2noc(C(=O)NCc3ccc(F)cc3)n2)cc1OC | 2 | -3 | 2 | 129 | 1 | 104 | 99 | -0.9 | 13
Cc1cc(NS(=O)(=O)c2ccc(NC(=S)NC(=O)c3cccc(S(=O)(=O)N(C)C)c3)cc2)no1 | 1 | 2 | 9 | 97 | 12 | 95 | 109 | 0.1 | 11
COc1ccc(C(=O)NCC(=O)OCC(=O)N2CCCc3ccccc32)cc1 | 5 | 1 | 0 | 96 | 1 | 101 | 100 | -1.8 | 16
CN1CCN(c2nc(-c3ccc(C(C)(C)C)cc3)nc3ccccc23)CC1 | 0 | -4 | -7 | 105 | -1 | 96 | 99 | -1.7 | 1
O=C(NC1CCCC1)c1ncn[nH]1 | 0 | -3 | 13 | 95 | 2 | 100 | 101 | 3.1 | 19
CCOC(=O)c1cccc(NC(=O)COc2ccc([N+](=O)[O-])cc2)c1 | 0 | -2 | 3 | 110 | 0 | 90 | 95 | 2.9 | 11
O=c1c2ccccc2nnn1COc1ccc(F)cc1Cl | 2 | -5 | 4 | 89 | 1 | 84 | 90 | -0.5 | 6
O=C(NCCNc1ccc([N+](=O)[O-])cc1)c1cccs1 | 2 | -4 | -4 | 92 | 5 | 107 | 112 | -1.1 | -1
c1ccc(-c2nn3c(Cn4nnc5ccccc54)nnc3s2)cc1 | 1 | 6 | 4 | 85 | 6 | 102 | 101 | -1.3 | -15
Cc1ccccc1/C=C\c1nc(O)c([N+](=O)[O-])c(=O)[nH]1 | 1 | -8 | 5 | 104 | 10 | 78 | 56 | -5.8 | 1
CC(=O)Nc1ccccc1-c1ccc(C)o1 | 4 | 0 | -7 | 109 | 1 | 102 | 102 | 1.2 | 3
OC(CNCc1ccc(F)cc1)(c1ccccc1)c1ccc(F)cc1 (centres undefined) | 0 | -1 | 7 | 91 | 2 | 107 | 107 | 2.2 | 14
Cc1c(C(=O)N(C)C)sc(NC(=O)c2cc([N+](=O)[O-])cc([N+](=O)[O-])c2)c1C#N | 0 | 6 | 4 | 111 | 9 | 96 | 98 | -1.5 | -13
CCOc1ccc(S(=O)(=O)NC(C)C(=O)NCc2ccncc2)cc1 (centres undefined) | 0 | 9 | 8 | 104 | 2 | 105 | 109 | -0.9 | 10
COC(=O)CCCNC(=O)CCc1nnc(-c2ccc(-c3ccccc3)cc2)o1 | 3 | 2 | -11 | 96 | -2 | 101 | 95 | -0.3 | -5
Cc1cccc(N/C=C/C(=O)c2ccc(Cl)cc2)c1 | 0 | -1 | 2 | 108 | 1 | 79 | 87 | 0.5 | 6
Cc1ccccc1-c1nnn(CC(=O)NC(=O)NC2CCCC2)n1 | 4 | -7 | . | 133 | . | 90 | 93 | . | -10
COc1ccc(-c2nnc(SCC(=O)c3ccc4c(c3)OCCO4)o2)cc1 | 0 | -3 | -5 | 87 | 5 | 102 | 109 | -0.8 | 12
Cc1ccccc1-n1c(SCC(=O)NCc2cccs2)nnc1-c1ccncc1 | 0 | 6 | -16 | 99 | 2 | 96 | 104 | 2.0 | 7

Entries above that contain a cyano group:
SMILES | GRK2 aptamer HTS | GLD-1 RNA inh | MCL1-BIM inh | CR mimetic SO | BCLXL inh | CIT2-GFP yeast | AGP1-GFP MLPCN | MEX-5 binding | VLA-4 inh
Cc1c(C#N)c2ccccc2n1CC(=O)N1CCCc2ccccc21 | 3 | 8 | -1 | 95 | 4 | 117 | 108 | 2.0 | -4
N#Cc1c(NC(=O)CSc2ncnc3c2cnn3-c2ccccc2Cl)sc2c1CCCC2 | 6 | -3 | 22 | 103 | 10 | 114 | 110 | 2.6 | -5
Cc1c(C(=O)N(C)C)sc(NC(=O)c2cc([N+](=O)[O-])cc([N+](=O)[O-])c2)c1C#N | 0 | 6 | 4 | 111 | 9 | 96 | 98 | -1.5 | -13

New compounds follow
SMILES | GRK2 aptamer HTS | GLD-1 RNA inh | MCL1-BIM inh | CR mimetic SO | BCLXL inh | CIT2-GFP yeast | AGP1-GFP MLPCN | MEX-5 binding | VLA-4 inh
CCOC(=O)NC(=S)Nc1cccc(NC(=S)NC(=O)OCC)c1 | 1 | 4 | 8 | 81 | 11 | 101 | 96 | 2.3 | -2
COc1ccc(Nc2cc(C)c3c(O)cccc3n2)cc1 | 0 | 1 | 4 | 102 | 2 | 91 | 101 | 1.9 | 14
N#CCC(=N)N1CCN(c2ccc(F)cc2)CC1 | 0 | 1 | 4 | 100 | 10 | 96 | 92 | -0.6 | 12
CN(C(=O)COC(=O)c1ccc(F)c(S(=O)(=O)N2CCOCC2)c1)C1CCS(=O)(=O)C1 (centres undefined) | 0 | -1 | -11 | 103 | -5 | 98 | 107 | 0.2 | 0
Cc1ccc(/C=N/n2c(C)nc3ccccc3c2=O)o1 | 1 | -3 | 4 | 95 | 2 | 83 | 95 | 2.1 | -11
CCOc1ccccc1NC(=O)C(=O)/C=C(\O)c1cc(OC)ccc1OC | 1 | 2 | 0 | 91 | 3 | 92 | 98 | -1.5 | -5
O=C(NCC1CCCO1)c1ccc(-c2ccccc2Cl)o1 (centres undefined) | 0 | 3 | 1 | 112 | 2 | 85 | 100 | -4.1 | 11
Cc1nc(N2CCCCC2)sc1C(=O)c1cccc([N+](=O)[O-])c1 | 14 | 12 | 10 | 93 | 5 | 109 | 91 | -0.6 | 5
CC(=O)N1C(C)c2ccccc2C(C)(C)CC12CCCCC2 (centres undefined) | 1 | 3 | 12 | 89 | 2 | 101 | 96 | -1.2 | 3
CC[C@@H](C)[C@H](NC(=O)Cc1c(C)c2c(cc(C)c3c(C)coc32)oc1=O)C(=O)O | 0 | . | . | 108 | . | 100 | 95 | -3.1 | 3
CCNC(=O)OCC12CC3CC(CC(C3)C1)C2 | 2 | -3 | 3 | 109 | 6 | 88 | 91 | -1.1 | -2
O=C(CSc1nc2c(cnn2-c2ccc(F)cc2)c(=O)[nH]1)N1CCCc2ccccc21 | 6 | -2 | 2 | 105 | 9 | 105 | 102 | 0.6 | 7
COC(=O)C1=C(C)N(c2ccc(OC)c(OC)c2)C(=O)C1 | 0 | 2 | 6 | 86 | 1 | 97 | 95 | -0.5 | -17
CCc1sc2nc(SCC(=O)Nc3cc(C)on3)n(-c3cccc(OC)c3)c(=O)c2c1C | 0 | 4 | 3 | 109 | 3 | 103 | 109 | -2.8 | 8
Cc1ccc(S(=O)(=O)N2CCn3cccc3C2C)cc1 (centres undefined) | 0 | 7 | 17 | 89 | 11 | 97 | 104 | . | -5
